miR122 inh = miR-122 inhibition in Huh7 cells; hit rate 0.3% among 340,000; Huh7 miR-122 Renilla luciferase sensor, 48 h; neutral wells = 0, positive control = 100; activation (reporter increase), % at 12.5 µM;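 active = mean replicate activation score at least 90 and every replicate individually at or above 90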;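 note: higher luciferase means less miR-122 activity so hits act as miR-122 inhibitors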
RAD54 inh = inhibitors of human RAD54 branch migration; Q92698; RAD54 Holliday junction branch migration, FAM/BHQ fluorescence; inhibition, % at 10.4 µM; hit rate 0.14% among 360,000; AID 602329;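 active = mean normalized replicate activity at least 40 and at least half of replicates scoring 40 or more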;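 note: 0% = median of neutral control wells and 100% = median of positive control wells; inhibitors cause a drop in the FAM fluorescence signal; in these data hits start at about 50%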
ERAP1 inh = blocks human ERAP1 aminopeptidase activity. hit rate 0.15% among 340,000. AID 652197. recombinant ERAP1, Leu-AMC fluorescence, 60 min. Q9NZ08. inhibition, % at 10.7 µM;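 active = mean replicate inhibition of at least 30%, or all replicates individually reaching that 30% level; inactive = mean below 30% and not every replicate reaching it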;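 note: 0% = neutral control wells and 100% = L-leucinethiol positive control wells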
PglD inh = blocks C. jejuni PglD acetyltransferase activity. hit rate 0.098% among 360,000. inhibition, % at 12.5 µM. purified PglD enzyme, DTNB colorimetric CoA detection; in the data active = inhibition above about 16%, passing the limit was not always enough; note: strong numbers were not always called active
Cneo AK release = Cryptococcus neoformans lysis via adenylate kinase release. C. neoformans lysis, adenylate kinase release luminescence, 4 h; normalised: neutral wells 0, clomiphene wells 100. hit rate 0.2% among 360,000. AID 651654. lysis activity, % at 15 µM;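 active = mean lysis activity across replicates of at least 80%, whatever share of replicates individually reach that level; inactive = mean lysis activity below 80%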
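Test system: log-phase Cryptococcus neoformans yeast cells; Quantity: yeast cell density of 5 × 10^6 cells/mL; Buffer or medium: YPD; Doses: single compound concentration per well; Timing: 4 h at 37 °C static, read 1 h later; Measured by: AK luminescence; Read-out basis: lysis from increased AK signal; Control set: Clomiphene as positive control.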
E-sel inducer = induces E-selectin expression in human endothelial cells | HUVEC E-selectin immunofluorescence imaging; normalized: neutral wells 0, TNF-alpha wells 100 | hit rate 0.37% among 260,000 | activation, % at 7.58 µM | AID 686992 | P16581;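 active = mean E-selectin-positive cell signal at least 10% of the positive control, reached in at least 60% of replicates, without over 20% cell loss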;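 note: in these data hits start at about 27%; measured in HUVEC primary endothelial cells; signal is the percent of cells scored E-selectin positive by PE staining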
Target sequence (P16581 whole entry, looked up): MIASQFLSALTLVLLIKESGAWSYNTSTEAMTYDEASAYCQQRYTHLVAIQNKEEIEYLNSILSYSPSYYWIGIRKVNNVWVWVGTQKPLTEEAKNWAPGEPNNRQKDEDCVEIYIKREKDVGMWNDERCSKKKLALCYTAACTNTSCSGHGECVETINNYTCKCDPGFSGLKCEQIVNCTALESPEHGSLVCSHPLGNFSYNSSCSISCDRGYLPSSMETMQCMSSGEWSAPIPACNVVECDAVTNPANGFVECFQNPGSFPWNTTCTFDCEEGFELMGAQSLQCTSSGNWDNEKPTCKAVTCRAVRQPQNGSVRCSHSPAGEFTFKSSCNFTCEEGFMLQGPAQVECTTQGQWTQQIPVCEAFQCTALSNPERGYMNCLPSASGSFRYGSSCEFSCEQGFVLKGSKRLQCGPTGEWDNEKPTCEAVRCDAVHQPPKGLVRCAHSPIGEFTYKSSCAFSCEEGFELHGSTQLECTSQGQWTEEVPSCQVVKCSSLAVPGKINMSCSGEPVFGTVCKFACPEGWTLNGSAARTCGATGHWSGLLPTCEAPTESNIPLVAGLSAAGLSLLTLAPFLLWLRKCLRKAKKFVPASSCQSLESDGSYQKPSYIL
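Assay system: HUVEC primary endothelial cells. Input: 3,000 HUVEC seeded per well. Doses: one compound dose added by pin transfer. Read-out basis: % PE-positive cells. Benchmarks: TNF-alpha high, DMSO low. Detection: immunofluorescence imaging. Buffer or medium: EGM-2, gelatin.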
RAD52 inh = blocks human RAD52 DNA annealing | hit rate 0.46% among 360,000 | P43351 | recombinant RAD52 DNA annealing, FRET fluorescence | inhibition, % at 18.7 µM | AID 651710;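 active = every replicate showing at least 50% inhibition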
Target sequence (P43351 whole entry, looked up): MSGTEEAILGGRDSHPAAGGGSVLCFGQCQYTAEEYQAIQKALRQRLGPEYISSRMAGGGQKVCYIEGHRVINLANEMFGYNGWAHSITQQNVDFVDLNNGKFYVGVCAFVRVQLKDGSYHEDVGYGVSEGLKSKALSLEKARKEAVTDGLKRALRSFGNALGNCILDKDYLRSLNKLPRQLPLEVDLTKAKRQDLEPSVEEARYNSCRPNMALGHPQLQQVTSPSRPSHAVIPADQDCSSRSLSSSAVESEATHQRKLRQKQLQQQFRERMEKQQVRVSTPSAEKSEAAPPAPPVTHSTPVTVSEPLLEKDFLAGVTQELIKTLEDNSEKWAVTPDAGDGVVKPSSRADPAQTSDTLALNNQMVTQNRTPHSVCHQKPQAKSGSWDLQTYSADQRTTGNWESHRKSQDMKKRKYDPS
PGC1a acetyl inh = modulators of PGC1a acetylation. inhibition, % at 15.6 µM. U2OS PGC1a acetylation, AlphaScreen anti-acetyl-lysine; with virally co-expressed GCN5 acetyltransferase. hit rate 0.17% among 350,000;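 active = every replicate shows inhibition of at least 40%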;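 note: 0% = neutral control wells and 100% = positive control wells; some results beyond the cut were filed as inactive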
Active calls of the source: *; x = not tested or not shown; & = joins results of further samples; [ ] = another dose, or the depositor's remark.

Values in the order: miR122 inh	RAD54 inh	ERAP1 inh	PglD inh	Cneo AK release	E-sel inducer	RAD52 inh	PGC1a acetyl inh
> COc1ccc(C(=O)NCC(c2ccco2)N2CCc3ccccc3C2)cc1 (configuration not stated)
→ -3	-3	3	-3	0	-0.2	-35	8
> C[C@H](CO)N1C[C@H](C)[C@H](CN(C)CC2CCOCC2)Oc2ncc(-c3cccc(F)c3)cc2C1=O
→ -6[16.7 µM]	-2	x	0	60	-0.3	-2	7
> COc1ccc(N2CCN(Cc3cc(=O)oc4cc(C)c(Cl)c(C)c34)CC2)cc1
→ 10	-2	x	8	0	x	x	-2
> Cc1ccc(NC(=O)CCc2nnc3ccc(NCc4ccco4)nn23)cc1
→ -5	0	1	0	0	x	-14	3
> COc1cccc(NC(=O)Nc2ccc3c(c2)C(=O)N(C)C[C@H](OC)[C@@H](C)CN(C)[C@@H](C)CO3)c1
→ x	2	9	-2	-7	0.1	79*	-6
> CO[C@@H]1CN(C)C(=O)c2ccc(NC(=O)c3ccccc3)cc2OC[C@@H](C)N(CC2CC2)C[C@H]1C
→ 21[16.7 µM]	5	1	-2	-1	0.0	2	3
> CCCCC(C(=O)NC1CCCC1)N(Cc1ccccc1)C(=O)c1snc(C(N)=O)c1N (configuration not stated)
→ x	-12	-7	1	2	x	-4	x
> COC(=O)c1c(-c2ccc(OC)cc2)sc2ccc(OC)cc12
→ 9	4	x	-1	-2	1.7	3	-6
> O=C(NCc1nc2ccccc2[nH]1)C1=C[C@H](c2ccc3c(c2)OCO3)C[C@H](OCCCCO)O1
→ 2	-2&3	2	0&-4	-7&-2	2.1	-8&-72	-5
> COc1cccc(-c2ccc(C3[C@@H]4CN(C(=O)C5CCCCC5)C[C@H]3N4)cc2)c1 (some centres not stated)
→ x	x	2&5	x	x	-0.1&-0.1	-23&30	0&-42

(cont.)
Values in the order: miR122 inh	RAD54 inh	ERAP1 inh	PglD inh	Cneo AK release	E-sel inducer	RAD52 inh	PGC1a acetyl inh
> O=C(c1ccc(Br)cc1)N1CCN(c2ncccn2)CC1
→ 7	6	-1	-2	3	x	-3	x
> COc1ccc(C(=O)NC2CCN(C(=O)NC3CCCCC3)CC2)cc1
→ -9	-1	x	3	11	x	x	x
> CCOC(=O)C1CCN(C(=O)CC(NS(=O)(=O)c2ccc(OC)cc2)C(C)C)CC1 (configuration not stated)
→ 1	-6	x	0	4	x	x	-14
> CC1(C(=O)NS(=O)(=O)c2ccccc2Cl)CCN1C(=O)Cc1cccc2ccccc12 (configuration not stated)
→ x	4	2	1	0	0.9	-12	x
> CCCC#Cc1cnc2c(c1)C(=O)N([C@H](C)CO)C[C@@H](C)[C@H](CN(C)S(=O)(=O)c1ccccc1)O2
→ 17[16.7 µM]	-1	-1	3	1	0.0	15	4
> O=C(NNC(=O)c1cc2ccccc2o1)c1ccc(Cl)cc1
→ 0	-12	6	-1	-4	-0.2	0	8
> CO[C@@H]1CN(C)C(=O)c2ccc(NS(=O)(=O)c3cn(C)cn3)cc2OC[C@H](C)N(Cc2cccc(F)c2)C[C@H]1C
→ 1[16.7 µM]	-4	1	-1	3	-0.2	8	-2
> CO[C@H]1CN(C)C(=O)c2cc(NC(=O)Nc3cc(F)ccc3F)ccc2OC[C@H](C)N(C)C[C@H]1C
→ -15[16.7 µM]	6	-9	-3	3	0.0	25	-5
> Cc1noc(C)c1S(=O)(=O)N1CCC(C(=O)NCCN2CCC(C)CC2)CC1
→ 0	5	x	-2	4	x	x	14
> CC1CC(C(O)c2ccccn2)C(=O)C(C(O)c2ccccn2)C1 (configuration not stated)
→ 0	7	x	2	0	1.7	-8	-8

Full records from above. Order of values: miR122 inh	RAD54 inh	ERAP1 inh	PglD inh	Cneo AK release	E-sel inducer	RAD52 inh	PGC1a acetyl inh
Record of CCOC(=O)C1CCN(C(=O)CC(NS(=O)(=O)c2ccc(OC)cc2)C(C)C)CC1 (configuration not stated) : 1	-6	x	0	4	x	x	-14
Record of CO[C@H]1CN(C)C(=O)c2cc(NC(=O)Nc3cc(F)ccc3F)ccc2OC[C@H](C)N(C)C[C@H]1C : -15[16.7 µM]	6	-9	-3	3	0.0	25	-5
Record of CC1(C(=O)NS(=O)(=O)c2ccccc2Cl)CCN1C(=O)Cc1cccc2ccccc12 (configuration not stated) : x	4	2	1	0	0.9	-12	x
Record of O=C(c1ccc(Br)cc1)N1CCN(c2ncccn2)CC1 : 7	6	-1	-2	3	x	-3	x
Record of CC1CC(C(O)c2ccccn2)C(=O)C(C(O)c2ccccn2)C1 (configuration not stated) : 0	7	x	2	0	1.7	-8	-8

(next part)
Values in the order: miR122 inh	RAD54 inh	ERAP1 inh	PglD inh	Cneo AK release	E-sel inducer	RAD52 inh	PGC1a acetyl inh
> COCc1cc(C)c2c(N)c(C#N)sc2n1
→ -4	2	x	-9	-1	x	x	-2
> Cc1ccc(OCCOCCN2CCN(C)CC2)c(C(C)(C)C)c1
→ 3	5	1	-2	6	1.5	-27	4
> CCOc1ncccc1C(=O)N(C)CC(=O)Nc1ccc(F)cc1
→ -2	-2	-1	6	1	0.0	-10	-7
> C[C@@H]1CN([C@@H](C)CO)S(=O)(=O)c2ccc(C#Cc3ccc(F)cc3)cc2O[C@H]1CN(C)S(C)(=O)=O
→ 1[16.7 µM]	8	0	-2	-3	-0.4	-2	-8
> O=C(CN1CCN(c2ccccn2)CC1)Nc1ccccc1
→ -11	2	x	2	1	x	x	-2
> CSc1ccccc1NC(=O)c1cc(-c2cccs2)on1
→ -11	-7	x	5	-2	x	x	-13
> O=C(C[C@@H]1CC[C@H](NC(=O)Nc2cc(F)ccc2F)[C@H](CO)O1)Nc1ccc(-c2ccccc2)cc1
→ x	x	1	x	x	1.7	8	17
> Cc1c(C(=O)O)cccc1-c1ccc(C=O)o1
→ -2	-1	x	-10	x	x	x	5
> C[C@@H]1CN([C@H](C)CO)C(=O)c2cc(NS(C)(=O)=O)ccc2O[C@@H]1CN(C)Cc1ccc(Oc2ccccc2)cc1
→ 13[16.7 µM]	-5	x	0	-11	0.2	2	-11
> C[C@@H]1CN([C@H](C)CO)S(=O)(=O)c2ccc(C3=CCCC3)cc2O[C@H]1CN(C)S(=O)(=O)c1ccc(F)cc1
→ -7[16.7 µM]	-6	-1	4	1	-0.1	-7	-18

(next part)
SMILES	miR122 inh	RAD54 inh	ERAP1 inh	PglD inh	Cneo AK release	E-sel inducer	RAD52 inh	PGC1a acetyl inh
O=C(N[C@@H]1CC[C@@H](CCNS(=O)(=O)c2ccc(F)cc2)O[C@@H]1CO)C1CCOCC1	1[16.7 µM]	-5	-6	1	-4	-1.6	-5	6
O=C(OCc1c(-c2ccccc2)ncc2ccccc12)c1cccc(Br)c1	-7	8	-3	2	3	0.0	-4	0
COc1ccc(CNC(=O)OC23CN(C(=O)OC(C)C)N(C(=O)OC(C)C)CC2(O)CN(S(=O)(=O)c2ccc(C)cc2)C3)cc1OC (configuration not stated)	-8	3	-1	0	0	0.0	-4	-3
CS(=O)(=O)N(CC(=O)NCCSCc1ccccc1)c1ccccc1F	-1	-4	0	-4	-1	x	0	x
CC(C)c1cc(=O)n2c(nc3ccccc32)[nH]1	-9	6	0	-1	-1	x	-10	-2
CNc1cc(-c2ccc(CC#N)cc2)ncn1	-1	-2	0	0	-1	-0.1	-20	x
CC(C)NC(=O)N1CCCCN2[C@H](C1)[C@H](c1ccc(Br)cc1)[C@@H]2CO	-3[16.7 µM]	2	-2	0	-6	-0.1	0	0
Cc1ccc(C(=O)Nc2ccn(C)n2)cc1	-2	10	-1	-3	-3	x	0	1
NC(=O)C1c2ccccc2CSc2ccccc21 (configuration not stated)	-10	-6	x	9	1	x	x	-6
COc1ccc(N(C(=O)c2ccco2)C(C(=O)NC2CCCC2)c2ccc(N(C)C)cc2)cc1OC (configuration not stated)	x	-1	3	2	1	x	-8	x
CSc1ccc(CNc2ccc(C)c(C)c2)cc1	x	-7	0	-2	3	x	-5	4
Cc1ccc(C)c(N(C(=O)c2csnn2)C(C(=O)NC2CCCC2)c2cccnc2)c1 (configuration not stated)	-2	-12	-2	12	2	x	-10	12
CN=c1scc(-c2ccc(Br)cc2)n1C	-3	4	x	0	0	x	x	15
CC(Sc1nnc(C(F)(F)F)n1C)C(=O)Nc1ccc(S(N)(=O)=O)cc1 (configuration not stated)	0	-2	0	-3	4	1.2	-11	-6
CC(C)N1CCC(C)(C(=O)Nc2cccc(Oc3ccccc3)c2)C1 (configuration not stated)	0	3	1	-1	0	0.1	-11	-1
CCC(C)[C@H](N)c1nnc(SCC(=O)c2ccc(Cl)cc2)o1 (some centres not stated)	-4	4	x	-1	-2	x	x	-28
Cc1cc(C)c(N=C2C(=O)Nc3ccccc32)c(C)c1	7	6	-2	-2	0	0.0	6	x
COc1ccc(N2C(=O)CSC23C(=O)Nc2ccccc23)cc1OC (configuration not stated)	2	-2	x	2	0	x	x	1
CC[C@]12c3[nH]c4ccc(Cl)cc4c3CCN1C(=O)[C@@H](CC(=O)NC/C=C(\C)CCC=C(C)C)C[C@@H]2C(=O)N1CCN(C(=O)C2CC2)CC1	-13	-10	x	0	7	-0.6	-6	11
O=C(O)COc1ccc(/C=N/n2cnc3scc(-c4cccs4)c3c2=O)cc1	-1	-10	x	-7	0	-0.2	x	x
Cc1ccc(NS(=O)(=O)c2c(C)[nH]c(C)c2C(=O)N2CCCCC2)c(Cl)c1	x	-11	0	1	1	x	-10	x
CCC(=O)N1[C@@H]2c3ccc(-c4ccccc4)c(=O)n3C[C@@H]2[C@@H](CO)[C@@H]1C(=O)N(C)C	-4[16.7 µM]	-7	x	4	x	-0.3	x	x
CCOC(=O)C1=C(COC(=O)C2CC(=O)N(c3ccc(C)cc3)C2)NC(=O)NC1C (configuration not stated)	3	0	-1	-2	0	x	-20	x
CCCCNc1nnc(SCC(=O)c2c(N)n(C3CC3)c(=O)[nH]c2=O)s1	0	-9	0	7	0	-0.3	-15	0
O=C(COC(=O)c1ccc[nH]c1=O)NCCC1=CCCCC1	9	-3	-4	5	-2	-0.1	-2	-6

New compounds follow:
SMILES	miR122 inh	RAD54 inh	ERAP1 inh	PglD inh	Cneo AK release	E-sel inducer	RAD52 inh	PGC1a acetyl inh
N/C(=N\O)c1cn(Cc2ccccc2Cl)c2ccccc12	-14	-1	3	-8	6	x	-1	9
C[C@@H]1CN([C@H](C)CO)C(=O)Cc2cc(NS(=O)(=O)c3cccs3)ccc2O[C@@H]1CN(C)C(=O)Nc1ccc(C(F)(F)F)cc1	28[16.7 µM]	-1	-1	-7	0	x	-3	1
CCOc1cccc(/C=N/NC(=O)c2cc(C3CC3)[nH]n2)c1O	13	0	0	1	-1	x	-11	x
CCC(=O)N1[C@@H](CO)[C@@H]2c3ccccc3N(C(=O)c3ccc4c(c3)OCO4)C[C@@H]21	17[16.7 µM]	-3	0	3	0	-0.3	-1	1
CC(=O)N1CCN(S(=O)(=O)c2cccc(C(=O)OCc3ccc(F)cc3)c2)CC1	1	7	0	-2	0	0.0	5	-29

Assay outcomes (PubChem)
